IDE cell activ: IDE (human) activation, cell-based; P14735; HEK cells, FAbeta-B cleavage, fluorescence polarization; 0% vehicle, 100% cell-free pure enzyme wells; activation, % at 5.96 µM; actives 0.073% (n = 340,000);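 active = activation above the mean of all tested compounds plus 3 SD, set per screening campaign, cut at about 17% in these data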
Target sequence (P14735 whole entry, looked up): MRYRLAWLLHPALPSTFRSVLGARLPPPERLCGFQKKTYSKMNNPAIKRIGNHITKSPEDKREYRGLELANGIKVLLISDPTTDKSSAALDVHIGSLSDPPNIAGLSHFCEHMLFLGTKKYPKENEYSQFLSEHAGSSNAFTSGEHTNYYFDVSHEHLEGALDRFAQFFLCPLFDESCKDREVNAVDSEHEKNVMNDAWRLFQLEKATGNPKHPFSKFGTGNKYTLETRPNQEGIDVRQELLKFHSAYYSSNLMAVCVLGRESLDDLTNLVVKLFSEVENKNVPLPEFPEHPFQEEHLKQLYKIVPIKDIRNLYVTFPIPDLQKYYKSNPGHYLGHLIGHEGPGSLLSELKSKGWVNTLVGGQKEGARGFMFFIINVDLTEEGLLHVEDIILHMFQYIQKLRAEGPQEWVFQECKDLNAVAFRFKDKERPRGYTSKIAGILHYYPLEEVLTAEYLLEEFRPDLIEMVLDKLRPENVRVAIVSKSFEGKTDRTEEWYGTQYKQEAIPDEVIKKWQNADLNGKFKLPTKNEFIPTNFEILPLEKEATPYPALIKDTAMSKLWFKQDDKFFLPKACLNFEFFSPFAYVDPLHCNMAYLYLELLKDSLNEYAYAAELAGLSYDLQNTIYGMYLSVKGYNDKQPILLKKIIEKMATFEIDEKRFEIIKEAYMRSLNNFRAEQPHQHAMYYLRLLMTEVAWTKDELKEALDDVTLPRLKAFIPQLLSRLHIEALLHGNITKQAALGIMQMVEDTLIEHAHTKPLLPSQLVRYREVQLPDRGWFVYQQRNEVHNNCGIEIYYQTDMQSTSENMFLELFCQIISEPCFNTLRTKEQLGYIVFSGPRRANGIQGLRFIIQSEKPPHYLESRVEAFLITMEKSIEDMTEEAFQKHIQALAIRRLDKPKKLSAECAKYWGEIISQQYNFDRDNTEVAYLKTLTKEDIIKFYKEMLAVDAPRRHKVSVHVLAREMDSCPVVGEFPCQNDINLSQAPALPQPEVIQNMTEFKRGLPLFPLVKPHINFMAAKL
IDE cell inh: cellular human IDE inhibition | P14735 | HEK cells, FAbetaB cleavage, fluorescence polarization | inhibition, % at 5.59 µM | actives 0.41% (n = 320,000);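 active = percent inhibition above the average of all tested compounds plus 3 SD, set per screening campaign, cut at about 16% in these data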;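 also: IDE supplied by intact live HEK cells; FP after avidin binding of uncleaved biotin substrate so inhibition keeps polarization high; 0% = DMSO wells and 100% = 60 µM reference IDE inhibitor Ii1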
MEKK3 PB1 HTS: MEKK3-MEK5 PB1 interaction, increase or decrease; AID 1529; actives 1.4% (n = 290,000); Q99759; bead-based flow cytometry, Alexa488-MEK5 binding to MEKK3; actives lie on both sides; 0 = blocked by unlabeled MEK5, 100 = vehicle; binding response (% of control), % at 10 µM;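 active = binding response more than 3 SD above or below the average of its plate-row segment, actives on both sides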;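 also: Alexa488 bead fluorescence after subtracting the streptavidin-only scavenger bead signal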
MEKK2 mut-MEK5: signal of MEK5 binding to mutant human MEKK2 PB1 domain; bead flow cytometry, Alexa488-MEK5 binding to MEKK2 mutant; percent response, % at 10 µM; actives 0.35% (n = 290,000); in the data active = percent response above about 24%, passing the limit was not always enough; also: inactives centre near 1; some results filed as inactive read as strong as hits; reference of the scale not given here
NALP1 inh: NALP1 inhibition. actives 0.61% (n = 280,000). inhibition, % at 10 µM. S. cerevisiae NALP1/ASC/caspase-1 growth, X-gal OD620, 72 h; in the data active = inhibition mostly above about 24%, no sharp cut-off; inactive = mostly below about 32%; also: some compounds called inactive have numbers as strong as hits
SUMO HTRF inh: inhibitors of human SUMOylation (UBC9); HTRF SUMOylation assay, SAE1/SAE2 + UBC9, in vitro; inhibition, % at 35 µM; actives 0.36% (n = 290,000); AID 2006; in the data active = inhibition above about 50%, passing the limit was not always enough; also: strong numbers were not always called active
p-CIP stab down: lowers stability of the mouse p/CIP coactivator protein. decrease of EGFP signal, % at 10 µM. F442A p/CIP-EGFP cells, EGFP fluorescence, 16 h. actives 0.01% (n = 290,000);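 active = EGFP signal decrease of at least 30% at 10 µM or well 3 SD below plate mean, unless failing retest; inactive = the rest, including hits failing retest or dose response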; also: some compounds called inactive have numbers as strong as hits; many of its hits are not listed in these tables
M18AAP inhibitor: blocks P. falciparum M18 aspartyl aminopeptidase; recombinant PfM18AAP, H-Glu-NHMec fluorogenic cleavage; inhibition, % at 7.35 µM; actives 1.2% (n = 290,000); AID 1822;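 active = inhibition above the campaign mean inhibition over all tested compounds plus 3 SD, cut at about 28% in these data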;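 also: 0% = plate median of test compound wells and 100% = 2 mM ZnCl2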
MEKK2wt PB1 HTS: raises or lowers MEK5 binding to wildtype human MEKK2 PB1 domain. Q9Y2U5. bead flow cytometry, Alexa488-MEK5 binding to MEKK2 WT; actives lie on both sides. binding response (% of control), % at 10 µM. actives 1.1% (n = 290,000). AID 1531; in the data active = binding response below about 67% or above about 130%
The depositor's hits bear a star; / = not tested or not shown; [ ] = dose if it differs, or a comment. This is a subset, so the mix of outcomes need not match the whole.

SMILES	IDE cell activ	IDE cell inh	MEKK3 PB1 HTS	MEKK2 mut-MEK5	NALP1 inh	SUMO HTRF inh	p-CIP stab down	M18AAP inhibitor	MEKK2wt PB1 HTS
CCN(C(=O)CSc1nc2nc(C)cc(C)n2n1)c1ccccc1	0.4	-4.3	108.0	4.0	-1.2	8.1	-7.3	-5.3	107.0
COCCOC(=O)c1c(C)n(C)c2ccc(OC(=O)c3c(OC)cccc3OC)cc12	-3.4	5.0	100.0	3.0	-11.6	-27.0	-27.7	36.1*	97.0
CCOc1ccc(CN2CCC(n3nccc3NC(=O)C3CC3)CC2)cc1CO	3.0	-0.9	98.0	-4.0	18.8	-4.7	9.6	2.6	99.0
CCCOc1ccc(C2NC(=O)NC(c3ccccc3)=C2C(C)=O)cc1OCC (stereo not given)	0.4	6.1	107.0	8.0	6.5	-11.2	1.5	-1.0	108.0
Cc1ccc(CCC(=O)Nc2ccc(CC(=O)O)cc2)o1	-2.2	5.7	105.0	15.0	-8.4	-4.2	-11.5	-2.9	111.0
CCC(CC)c1nnc(NC(=O)CCN2C(=O)c3ccccc3C2=O)s1	-0.2	5.8	109.0	16.0	2.1	12.4	-5.9	0.0	104.0
CC(C)OCCCN1CN(S(=O)(=O)c2ccccc2)c2nc3ccccc3nc21	11.6	-2.3	6.0*[inhibitor]	-66.0	7.7	19.8	-7.0	3.2	11.0*[inhibitor]
CCc1cccc(C)c1NC(=O)CSc1nc2ccc(N3C(=O)c4ccccc4C3=O)cc2s1	-2.0	3.0	/	/	14.9	48.1	-3.1	8.7	/
COC(=O)c1ccc(Oc2ccc3nnc(C)n3n2)cc1	4.9	4.4	97.0	0.0	-8.4	6.6	-15.3	-4.1	103.0
O=C(CSc1nccc(=O)[nH]1)Nc1cc(C(F)(F)F)ccc1N1CCOCC1	-0.7	-2.9	108.0	-2.0	5.9	1.2	-17.2	6.8	100.0
NC(=O)C1CCN(C2CC(=O)N(Cc3cccs3)C2=O)CC1 (stereo not given)	-4.5	2.0	99.0	1.0	-10.8	-0.9	-16.8	-203.6	102.0
COc1ccccc1NC(=O)C1=C(C)Nc2nnnn2C1c1ccncc1 (stereo not given)	-1.3	3.5	100.0	-1.0	20.0	-8.3	-11.5	-0.2	99.0

For convenience, some entries already given:
SMILES	IDE cell activ	IDE cell inh	MEKK3 PB1 HTS	MEKK2 mut-MEK5	NALP1 inh	SUMO HTRF inh	p-CIP stab down	M18AAP inhibitor	MEKK2wt PB1 HTS
COC(=O)c1ccc(Oc2ccc3nnc(C)n3n2)cc1	4.9	4.4	97.0	0.0	-8.4	6.6	-15.3	-4.1	103.0
O=C(CSc1nccc(=O)[nH]1)Nc1cc(C(F)(F)F)ccc1N1CCOCC1	-0.7	-2.9	108.0	-2.0	5.9	1.2	-17.2	6.8	100.0
NC(=O)C1CCN(C2CC(=O)N(Cc3cccs3)C2=O)CC1 (stereo not given)	-4.5	2.0	99.0	1.0	-10.8	-0.9	-16.8	-203.6	102.0
COc1ccccc1NC(=O)C1=C(C)Nc2nnnn2C1c1ccncc1 (stereo not given)	-1.3	3.5	100.0	-1.0	20.0	-8.3	-11.5	-0.2	99.0

Remaining list, next part:
SMILES	IDE cell activ	IDE cell inh	MEKK3 PB1 HTS	MEKK2 mut-MEK5	NALP1 inh	SUMO HTRF inh	p-CIP stab down	M18AAP inhibitor	MEKK2wt PB1 HTS
O=C(Nc1nnc(SCc2cccnc2)s1)C1CC(=O)N(c2ccccc2)C1 (stereo not given)	1.6	6.2	99.0	0.0	-2.0	6.8	-11.8	-1.2	99.0
O=C(OCCN1CCCCC1)c1cccc(F)c1	-1.1	4.1	97.0	1.0	15.8	-3.1	0.7	-6.8	94.0
CC1CCN(C(=O)c2ccc3c(=O)n4c(nc3c2)CCCCC4)CC1	-1.8	7.7	96.0	0.0	20.5	-13.3	8.8	-5.3	98.0
CC(Sc1nc(-c2ccco2)nc2c1c(=O)n(C)c(=O)n2C)C(=O)O (stereo not given)	5.5	-0.7	94.0	-8.0	15.1	34.3	0.4	-12.6	93.0
C/C(=N\NC(=O)c1nnn(-c2nonc2N)c1CN(C)c1ccccc1)c1ccccc1O	7.0	-1.2	102.0	-1.0	-0.5	-5.7	-6.3	-0.7	99.0
O=C(Cc1cccs1)Nc1nnc(SCc2ccc(Br)cc2)s1	6.6	1.0	105.0	11.0	32.2	-12.3	0.4	-1.9	105.0
NC(=O)NC(=O)CSc1ccccc1	5.2	-0.7	106.0	8.0	23.0	18.2	-9.7	1.5	103.0
CN(c1ccccc1C(=O)NC1CC2CCC1C2)S(=O)(=O)c1ccccc1 (stereo not given)	4.9	4.9	112.0	6.0	6.9	-5.3	-3.2	4.9	109.0
Cc1cc(=O)oc2cc(NC(=O)C(CCCN=C(N)N)NC(=O)OCc3ccccc3)ccc12 (stereo not given)	-0.1	/	98.0	3.0	21.3	17.0	-13.8	-4.7	112.0
Cc1ccc(OCCCn2ccnc2)c([N+](=O)[O-])c1	0.2	4.5	111.0	-1.0	33.6	-8.7	13.0	5.8	110.0
CC(C)(C)c1ccc(C(=O)CS(=O)(=O)c2ccccc2)cc1	-8.5	0.7	96.0	-1.0	11.1	-1.6	10.1	2.7	97.0
COc1ccc(C(=O)NC2CCCN(Cc3ccc(Cl)cc3)C2)c(OC)c1 (stereo not given)	0.0	-0.3	101.0	3.0	16.1	-2.6	-0.1	-0.7	103.0
COC(=O)C1=C(N)Oc2cc(C)n(Cc3cccnc3)c(=O)c2C1c1ccc(OC)c(OC)c1OC (stereo not given)	3.8	2.2	95.0	-5.0	37.4	7.3	7.0	-0.4	99.0
O=C(c1ccc2ccccc2c1)C1CCCN(C(=O)c2cnccn2)C1 (stereo not given)	7.5	-0.9	102.0	8.0	/	-3.6	-16.4	-1.7	104.0
O=C(Nc1nccs1)c1ccc(-c2cccc([N+](=O)[O-])c2)o1	1.7	1.0	105.0	9.0	13.7	32.8	-12.7	-0.6	105.0
Cc1ccc(OCC(=O)Nc2ccon2)c([N+](=O)[O-])c1	4.0	-1.5	105.0	8.0	14.0	13.6	-3.3	-0.9	109.0
Cc1cc(N2CCOCC2)nc2ccc(NC(=O)CCC(=O)N3CCCCC3)cc12	-2.1	1.9	90.0	-10.0	-7.4	14.9	5.0	9.6	86.0
O=C(Nc1cccc(S(=O)(=O)N2CCOCC2)c1)c1cn(-c2ccccc2)nc1-c1ccc(F)cc1	4.7	4.1	97.0	-1.0	32.0	-2.1	-16.8	2.9	111.0
CC12CN(C(=O)c3ccccc3)C3(C#N)CC1CCC23C (stereo not given)	-1.4	1.1	115.0	12.0	-21.7	14.1	-12.0	4.4	111.0
CSc1cccc(NC(=O)CCCNC(=O)c2ccc(Cl)cc2)c1	4.7	0.0	105.0	9.0	7.0	-7.2	0.3	4.1	112.0
COC(=O)CCCNc1ncccc1[N+](=O)[O-]	6.2	1.1	101.0	-11.0	4.4	3.8	-3.7	5.8	92.0
Cc1cc(C)cc(N(C(=O)CNC(=O)c2ccco2)C(C(=O)NC2CCCCC2)c2ccncc2)c1 (stereo not given)	3.3	-3.3	103.0	-2.0	-13.3	-6.0	1.7	-1.5	97.0
O=C(O)COc1ccc(-c2nccc(-c3ccccn3)n2)cc1	3.6	2.3	103.0	-7.0	12.3	14.9	-4.7	-3.1	94.0
COc1ccc(CN2[C@@H](CC(=O)O)c3ccc(C(F)(F)F)cc3S2(=O)=O)cc1	/	-0.2	100.0	-3.0	/	/	/	/	96.0
Cc1ccc(C(=O)Oc2csc(=S)n2C(=O)c2ccc(C)cc2)cc1	3.3	-0.1	100.0	0.0	4.3	18.7	-6.5	15.8	97.0
S=C(NCc1ccco1)NC1CCCc2ccccc21 (stereo not given)	1.9	1.1	105.0	2.0	-4.2	0.6	-4.7	-10.7	108.0
O=C1c2ccccc2C(O)(Cc2ccccc2)N1Cc1ccco1 (stereo not given)	-3.4	-1.8	104.0	4.0	13.5	6.9	-11.9	2.7	101.0
CCN(C(=O)CN1C(=O)S/C(=C\c2ccccc2OC)C1=O)C1CCS(=O)(=O)C1 (stereo not given)	4.0	3.2	101.0	-4.0	2.8	-1.7	1.8	8.4	97.0
O=C(COC(=O)/C=C/c1nc2ccccc2s1)Nc1cccc2ccccc12	2.0	3.0	94.0	-2.0	24.8	0.3	-1.9	2.1	93.0
O=C(CCNS(=O)(=O)c1ccc2[nH]c(=O)oc2c1)NCc1ccccc1	5.2	0.0	101.0	2.0	1.5	16.4	-5.0	5.3	105.0
COc1ccc(OC)c(CCNC(=O)Cn2nc(C)c3c(C)n(-c4ccc(C)cc4)nc3c2=O)c1	1.9	0.2	101.0	-3.0	7.1	-3.5	-10.9	-2.2	100.0
CCC1CCCCN1S(=O)(=O)c1ccc(NC(=O)c2ccncc2)cc1 (stereo not given)	-2.8	-2.3	100.0	-5.0	16.8	-1.5	-12.7	2.2	94.0
Cc1cc(C)c2c(N)c(-c3nc4ccccc4[nH]3)sc2n1	3.9	-0.4	97.0	5.0	-6.5	29.0	1.0	-1.6	103.0
COc1ccc(NS(=O)(=O)c2cccc(N3CC(O)=C(c4ccccc4)C3=N)c2)cc1	2.8	-2.1	110.0	29.0	32.9	12.6	-0.4	-9.2	123.0
COc1ccc(C(=O)NCCc2c[nH]c3ccccc23)cc1[N+](=O)[O-]	3.6	0.1	104.0	6.0	3.1	8.5	-3.5	-8.0	109.0
Cc1cccc(NC(=S)N2CCN(S(=O)(=O)c3ccccc3)CC2)c1	0.7	/	99.0	1.0	0.0	3.7	-10.8	-1.1	98.0
Nc1nc(OCc2ccccc2)c2[nH]cnc2n1	2.0	1.1	104.0	3.0	/	/	/	/	106.0
CSCCC(NC(=O)C1CCC(C)CC1)C(=O)NCCN1CCC(C)CC1 (stereo not given)	11.8	-3.3	92.0	-8.0	-1.7	12.3	-2.3	-15.8	94.0
CCCC1c2ccc(C)n2CCN1C(=O)Nc1ccccc1Cl (stereo not given)	0.6	8.0	106.0	7.0	4.4	16.4	-3.6	2.1	100.0
Fc1ccc(-c2[nH]ncc2-c2nnnn2-c2ccccc2)c(F)c1	-1.2	-1.4	100.0	-4.0	12.1	4.3	-7.5	-8.1	95.0
O=c1c2ccccc2nnn1Cc1ccccc1	5.7	3.4	106.0	3.0	2.2	11.9	6.5	-0.6	105.0
CCN(CC(=O)NCc1cccs1)C(=O)CCOc1ccccc1C	5.8	-6.8	103.0	5.0	6.1	9.4	-4.0	-0.5	106.0
COc1cccc(CNS(=O)(=O)c2ccc3c(c2)N(C)CCO3)c1	5.2	0.6	102.0	-1.0	-17.6	/	2.8	-0.3	102.0
COc1ccc2nc(C)cc(NCc3ccc(F)cc3)c2c1	-12.1	13.2	54.0*[inhibitor]	/	20.3	29.1	-98.0	1.3	/
COc1ccc(S(=O)(=O)CCC(=O)Nc2c(C)cccc2C)cc1	0.2	0.7	100.0	-2.0	20.6	-9.2	-10.2	1.5	103.0
NS(=O)(=O)c1ccc(CCNS(=O)(=O)Cc2ccc(Cl)cc2)cc1	1.0	-0.2	105.0	1.0	-40.9	3.2	-90.4	-4.7	106.0
COC(=O)c1nonc1NCn1nnc2ccccc21	0.2	2.5	104.0	3.0	-0.8	-15.0	-6.2	-5.2	101.0
CC(NC(=O)c1ccc(Br)o1)c1ccccc1 (stereo not given)	4.2	5.0	96.0	-9.0	6.5	10.7	2.6	3.6	90.0
O=S(=O)(Cc1ccccc1)N1CCN(c2ccccc2)CC1	1.6	-2.4	97.0	0.0	7.0	20.0	-4.3	-1.2	102.0
CCc1nnc(NS(=O)(=O)c2ccc(Nc3ccc([N+](=O)[O-])c4nonc34)cc2)s1	-9.1	4.9	99.0	-3.0	1.2	5.4	-9.1	-0.2	100.0
S=C(Nc1ccc(Oc2ccccc2)cc1)N1CCOCC1	6.1	-14.5	110.0	13.0	9.7	11.0	-17.6	3.3	113.0
